CF NFkB block = inhibitors of PAF-induced NF-kB signaling, primary screen, cell-based, GFP fluorescence, uHTS; KKLEB NF-kB-GFP reporter, GFP fluorescence overnight; inhibition, % at 5 µM; 0.86% of 360,000 active; AID 588850, 2011;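 active = at least 50% inhibition at 5 µM, scaled per plate between neutral and stimulator controls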;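 note: PAF is a Pseudomonas aeruginosa culture filtrate used as stimulus; plate controls were PAF-stimulated DMSO wells for no effect and unstimulated DMSO wells for full effect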
NCOA2 inhibitor = inhibition of GAL4-SRC2 driven luciferase reporter, primary screen, SRC2 inhibitor project, cell-based, luminescence | HEK293 GAL4-SRC2 luciferase reporter | Nuclear receptor coactivator 2 (Homo sapiens), Q15596 | 0.17% of 370,000 active | inhibition, % at 9 µM;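 active = inhibition above the mean inhibition of all tested compounds plus 3 SD, set per campaign, cut at about 52% in these data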;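 note: 0% = DMSO treated cells and 100% = cells given Gossypol at 36 µM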
TWEAK Fn14 block = inhibitors of TWEAK-Fn14 signaling, primary screen, luciferase reporter cells, uHTS; inhibition, % at 10 µM; AID 1159606, 2016; 2% of 360,000 active; TWEAK-stimulated Fn14 reporter cells, luciferase luminescence, 8 h; in the data active = inhibition above about 50%
TROY signal inh = inhibitors of TROY-driven NF-kB signaling, primary screen, Q293 LMP1-TROYcd cells, NF-kB luciferase, uHTS; Q293 LMP1-TROYcd NF-kB luciferase reporter, 4 h; inhibition, % at 10 µM; 0.98% of 360,000 active;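 active = compounds whose plate-normalised and pattern-corrected inhibition of the luciferase reporter signal at the single screening dose is 50% or more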
EBV LMP1 NFkB = EBV LMP1-driven NF-kappaB luciferase reporter inhibitors, primary screen, cell-based, luminescence, single point; 0.69% of 350,000 active; inhibition, % at 12.5 µM; LMP1-induced NF-kappaB luciferase reporter cells; in the data active = inhibition above about 41%;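 note: 0% = neutral control wells and 100% = reference inhibitor control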
COUP-TFII inh = NR2F2 transcriptional activity inhibitors, primary screen, cell-based, luciferase reporter, HEK293T, luminescence; COUP transcription factor 2 (Homo sapiens), P24468; HEK293T NGFI-A luciferase reporter; inhibition, % at 8.6 µM; 0.7% of 370,000 active;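 active = inhibition above a per-plate cutoff, mean inhibition of test wells between control levels plus 3 SD, cut at about 38% in these data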;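 note: cells cotransfected with COUP-TFII expression vector driving the NGFI-A reporter; 0% = median of COUP-TF2 test wells and 100% = reporter-only cells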
C8 TRAIL sens = viability loss with TRAIL in NB7+C8 cells, primary screen, TRAIL sensitizer project, cell-based, ATPlite luminescence; inhibition (viability loss, TRAIL sensitization), % at 10 µM; 1% of 360,000 active; AID 624354, 2012;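 active = compounds causing at least 50% loss of cell viability in the single-dose screen, relative to plate controls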
KKLEB tox = cytotoxicity in KKLEB CF airway cells, primary screen, cytotoxicity control for CF NF-kB inhibitor project, cell-based, uHTS, fluorescence assay plates; KKLEB CF airway cells viability, ATPlite luminescence, overnight; hits give low values; cells stimulated with P. aeruginosa culture filtrate; activity change (cytotoxicity), % at 5 µM; 0.36% of 360,000 active; AID 602141, 2011;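 active = corrected activity change at or below -50% at 5 µM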
NR5A2 inv ag = LRH-1 (NR5A2) inverse agonists, primary screen, cell-based, luminescence, HEK293T, StAR-luciferase reporter; Nuclear receptor subfamily 5 group A member 2 (Homo sapiens), O00482; LRH-1 transfected, 24 h; inhibition, % at 3.6 µM; 0.13% of 360,000 active;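 active = inhibition above the mean inhibition of all tested compounds plus 3 SD, cut at about 73% in these data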;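 note: 0% = DMSO wells and 100% = reporter-only cells lacking LRH-1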
SRC1 inh = SRC1 coactivator transcriptional activity inhibitors, primary screen, cell-based, luminescence; 0.12% of 360,000 active; Nuclear receptor coactivator 1 (Homo sapiens), Q15788; inhibition, % at 3.6 µM; HEK293 GAL4-SRC1 luciferase reporter;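 active = inhibition above the campaign mean plus 3 SD, with each screening campaign given its own cutoff, cut at about 60% in these data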;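 note: 0% = DMSO treated cells and 100% = gossypol at 36 µM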
NCOA3 inh = SRC3 coactivator transcriptional activity inhibitors, primary screen, cell-based, luminescence. Nuclear receptor coactivator 3 (Homo sapiens), Q9Y6Q9. HEK293 GAL4-SRC3 luciferase reporter. inhibition, % at 3.6 µM. 0.17% of 360,000 active;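 active = inhibition above a per-campaign cutoff, the mean of all compounds plus 3 SD, cut at about 60% in these data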;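 note: 0% = DMSO-treated cells and 100% = gossypol-treated cells at 36 µM; higher means less SRC3-driven luciferase light from the GAL4 reporter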
Target sequence (Q9Y6Q9 whole entry, looked up, the tested form may be a part): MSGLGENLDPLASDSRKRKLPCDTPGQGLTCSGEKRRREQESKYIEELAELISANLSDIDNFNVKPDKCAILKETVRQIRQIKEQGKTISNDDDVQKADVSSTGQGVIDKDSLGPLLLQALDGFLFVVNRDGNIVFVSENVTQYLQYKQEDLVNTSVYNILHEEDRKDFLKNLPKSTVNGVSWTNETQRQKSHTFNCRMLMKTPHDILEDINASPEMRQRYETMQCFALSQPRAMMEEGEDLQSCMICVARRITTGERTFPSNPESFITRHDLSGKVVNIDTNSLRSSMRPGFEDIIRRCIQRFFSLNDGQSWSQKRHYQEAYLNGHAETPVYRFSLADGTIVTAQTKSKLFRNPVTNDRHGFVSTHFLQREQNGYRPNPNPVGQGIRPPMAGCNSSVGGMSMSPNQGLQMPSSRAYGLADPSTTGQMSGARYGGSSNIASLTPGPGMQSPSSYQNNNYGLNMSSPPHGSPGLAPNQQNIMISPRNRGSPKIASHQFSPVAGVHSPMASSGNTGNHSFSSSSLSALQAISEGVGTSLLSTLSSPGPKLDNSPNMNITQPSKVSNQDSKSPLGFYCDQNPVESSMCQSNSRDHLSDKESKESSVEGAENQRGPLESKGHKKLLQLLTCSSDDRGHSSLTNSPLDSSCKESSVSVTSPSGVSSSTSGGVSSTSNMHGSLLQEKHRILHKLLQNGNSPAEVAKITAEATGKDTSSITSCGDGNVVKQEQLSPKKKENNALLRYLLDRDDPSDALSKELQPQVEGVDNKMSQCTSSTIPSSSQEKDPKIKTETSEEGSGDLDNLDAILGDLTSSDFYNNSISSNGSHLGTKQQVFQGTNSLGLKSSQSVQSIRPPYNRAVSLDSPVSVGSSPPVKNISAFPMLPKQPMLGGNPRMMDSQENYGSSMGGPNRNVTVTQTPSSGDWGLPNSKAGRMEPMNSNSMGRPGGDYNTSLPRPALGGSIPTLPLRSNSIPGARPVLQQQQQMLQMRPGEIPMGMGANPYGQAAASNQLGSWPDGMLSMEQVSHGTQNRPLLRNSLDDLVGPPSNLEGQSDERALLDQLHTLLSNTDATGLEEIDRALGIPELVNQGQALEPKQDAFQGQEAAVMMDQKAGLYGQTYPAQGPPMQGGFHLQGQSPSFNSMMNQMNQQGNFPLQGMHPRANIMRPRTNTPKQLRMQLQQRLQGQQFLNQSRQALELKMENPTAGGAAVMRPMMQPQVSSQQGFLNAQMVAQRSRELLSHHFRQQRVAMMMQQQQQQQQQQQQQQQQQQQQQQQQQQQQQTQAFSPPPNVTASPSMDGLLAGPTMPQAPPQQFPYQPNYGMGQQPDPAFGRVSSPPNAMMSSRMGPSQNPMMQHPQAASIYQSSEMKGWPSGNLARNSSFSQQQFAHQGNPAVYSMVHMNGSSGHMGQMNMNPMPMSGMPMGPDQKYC
Starred values were filed as active, the others as inactive; . = not tested or not shown.

SMILES	CF NFkB block	NCOA2 inhibitor	TWEAK Fn14 block	TROY signal inh	EBV LMP1 NFkB	COUP-TFII inh	C8 TRAIL sens	KKLEB tox	NR5A2 inv ag	SRC1 inh	NCOA3 inh
O=C(Cn1ccc2ccccc2c1=O)N1CCN(Cc2ccc3c(c2)OCO3)CC1	-3	-19	-2	-8	11	4	-9	1	12	-8	7
CC(Sc1cccc[n+]1[O-])C(=O)Nc1ccc([N+](=O)[O-])cc1Cl (configuration not stated)	-9	-12	1	2	2	4	-2	-13	-5	-7	20
COc1ccc(S(=O)(=O)NCCc2ccccn2)cc1	-5	-17	2	-14	-3	3	-18	18	-3	4	-4
COc1ccc(CCNc2ccc(S(=O)(=O)N3CCN(C)CC3)cc2[N+](=O)[O-])cc1	-19	12	8	3	9	9	19	0	31	-21	20
C=CCNc1oc(-c2cccc(Cl)c2)nc1C#N	1	13	16	1	1	4	0	6	-10	6	2
O=S(=O)(c1ccc(SCc2c(F)cccc2Cl)nc1)N1CCCC1	7	-9	-4	-1	-5	10	-15	25	-5	-6	16
Cc1ccc2oc(/N=C(\N)NC(=O)C3CC3)nc2c1	-8	-35	64*	31	36	-29	50*	-1	-99	-96	-49
Cc1noc(C)c1S(=O)(=O)N(C)C[C@H]1OCc2cn(nn2)CCCC(=O)N([C@@H](C)CO)C[C@@H]1C	-34	18	3	-12	1	-20	-6	-8	7	10	5
COc1cc(CCC(=O)OCC(=O)Nc2c(Cl)cccc2Cl)cc(OC)c1OC	-10	4	-27	-19	0	-15	-8	4	-13	6	-3
COCCn1cc(C(=O)NCc2ccco2)c2c3ccccc3n(C)c2c1=O	-17	2	-8	-20	-1	-10	1	6	-13	16	7
CCc1cccc(CC)c1NC(=O)CSc1nnc(C2CC2)n1N	6	7	1	-8	1	-9	14	4	0	-28	-13
Cc1nc2c(-c3ccccc3)cnn2c(N)c1-c1ccccc1	-15	53*	98*	77*	3	69*	84*	-65*	60	72*	67*
O=C(/C=C/c1c(Cl)nc2ccccn12)N1CCN(c2ccccc2F)CC1	-5	-2	4	2	2	-14	3	-2	-1	-4	-2
Cc1ccsc1/C=N/Nc1ccc(Cl)nn1	-8	-39	-25	-8	-36	-25	14	5	-43	-68	-44
COc1ccccc1NC(=O)c1ccc(NC(=O)CN2CCCC2)cc1	-6	9	-21	-12	4	-5	-4	-5	-3	6	8
CCNC(=O)CSc1nnc(-c2cccc(S(=O)(=O)N(CC)CC)c2)n1CCc1ccccc1	-7	-1	-8	6	-2	-6	-6	6	-6	-19	2
O=C(Nc1nccs1)c1ccc(COc2ccccc2)o1	-9	-26	-15	-73	-33	-14	0	2	-83	-108	-87
COc1cccc(C(c2sc3ncnn3c2O)N2CC(C)OC(C)C2)c1 (configuration not stated)	16	-8	-17	12	4	-11	-8	0	14	10	-10
CCC(C)NC(=O)CCCc1ccccc1 (configuration not stated)	13	-31	-33	-6	-18	-17	-18	-11	-46	-40	-15
COc1ccc(CCNC(=O)Cn2cc(C(F)(F)F)cc(Cl)c2=O)cc1OC	9	-21	-3	10	1	-9	-1	-13	8	9	15
CN1CCC(=NNC(=O)C(=O)NC2CCCC2)CC1	7	-3	13	1	-7	4	-5	5	-9	-4	9
CN(C)c1cccc(C(=O)OCC(=O)NCC2CCCO2)c1 (configuration not stated)	5	10	-14	-15	-4	-7	2	9	4	-8	2
CCc1cc2c(SCC(=O)N(CC)c3c(N)n(Cc4ccccc4)c(=O)[nH]c3=O)ncnc2s1	2	1	3	2	1	23	-5	2	0	-20	-4
COP(=O)(OC)c1nc(-c2ccccc2)oc1NCc1ccccc1	11	15	-6	10	-20	19	-2	0	10	-36	17
Cc1cc2nc(-c3ccc(=O)[nH]c3)n(C)c2cc1C	1	-2	-5	-17	0	-5	10	-4	-8	-4	-25

Molecules listed so far containing a nitro group on carbon (2):
SMILES	CF NFkB block	NCOA2 inhibitor	TWEAK Fn14 block	TROY signal inh	EBV LMP1 NFkB	COUP-TFII inh	C8 TRAIL sens	KKLEB tox	NR5A2 inv ag	SRC1 inh	NCOA3 inh
CC(Sc1cccc[n+]1[O-])C(=O)Nc1ccc([N+](=O)[O-])cc1Cl (configuration not stated)	-9	-12	1	2	2	4	-2	-13	-5	-7	20
COc1ccc(CCNc2ccc(S(=O)(=O)N3CCN(C)CC3)cc2[N+](=O)[O-])cc1	-19	12	8	3	9	9	19	0	31	-21	20

The list goes on.
SMILES	CF NFkB block	NCOA2 inhibitor	TWEAK Fn14 block	TROY signal inh	EBV LMP1 NFkB	COUP-TFII inh	C8 TRAIL sens	KKLEB tox	NR5A2 inv ag	SRC1 inh	NCOA3 inh
COc1cc(/C=N/NC(=S)NC2CC3C=CC2C3)cc(OC)c1OC (configuration not stated)	-5	-10	-7	-3	4	9	11	12	18	-24	5
CC(=O)Nc1cnc2ccccc2n1	-22	-23	1	0	-6	-6	10	9	-12	-6	-34
OC[C@@H]1CN(Cc2ccc3c(c2)OCO3)C[C@H](n2cnc3c(NCc4ccncc4)ncnc32)O1	11	9	12	11	.	1	-6	-11	6	-1	1
CCOC(=O)N1CCN(C(=O)c2ccc3nc(C)sc3c2)CC1	5	-22	9	-11	0	20	-9	-4	-10	-22	4
COc1ccc(OC)c(S(=O)(=O)N2CCN(c3ncccn3)CC2)c1	3	14	8	9	14	6	0	10	9	-6	14
Cc1ccsc1C(=O)N1CCCC(CCC(=O)N2CCN(c3ccccn3)CC2)C1 (configuration not stated)	6	3	-32	-1	7	14	-14	3	10	13	5
O=C(NN1C(=O)C2C3C=CC(C3)C2C1=O)C(O)c1ccccc1 (configuration not stated)	-12	-12	0	-1	-10	14	-10	-2	-1	-5	-10
CCc1noc(C)c1C(=O)Nc1nc(-c2ccccc2)c(C(C)=O)s1	4	-9	14	-10	4	-9	2	-6	24	4	22
Cc1ccc(C)c(S(=O)(=O)NCc2ccc(C(=O)NCc3ccccn3)cc2)c1	-13	-33	-23	5	2	-3	1	17	-17	9	-2
CCCCCN(C(=O)NC(=O)Nc1ccc(C)cc1)S(=O)(=O)c1ccccc1	5	-14	-1	-28	-2	-14	-2	-4	-25	-16	-12
Cc1nccn1CCOc1ccc(Cl)cc1	-3	12	21	-12	-6	3	1	16	11	7	-3
COc1ccc(N2CCN(C3CCCN(C(=O)c4ccoc4)C3)CC2)cc1 (configuration not stated)	3	2	2	4	5	-2	-7	11	-8	5	15
O=c1c2ccccc2sc2nc(C3CCCCC3)n(Cc3ccco3)c(=O)c12	5	-8	1	2	2	7	-16	-5	5	1	-3
O=C(Cc1ccccc1)OCC(=O)c1cccc([N+](=O)[O-])c1	9	-15	13	0	0	-11	-10	-4	14	-9	9
COc1ccc(Cl)cc1NC(=O)CN(C)C(=O)c1cc2ccccc2cc1O	-56	-9	-2	13	-2	-1	10	6	9	-16	11
COc1ccc(C(=O)Cc2cc(OC)c(OC)cc2[N+](=O)[O-])cc1	-5	-45	-3	-26	-20	2	-2	8	3	-28	-27
Cc1c(-c2ccc(F)cc2)nc(N)c(C#N)c1-c1cccs1	16	-2	9	-8	4	18	1	-15	-17	-25	4
CCCCNC(=O)CSc1nc2ccccc2c(=O)n1C1CCCC1	-4	-5	0	5	-4	2	-1	-8	4	5	16
C=CCOC(=O)COc1ccc2c(C)c(C)c(=O)oc2c1C	12	-22	-26	-25	-11	-10	1	-2	11	15	10
Cc1cccc(Nc2nccc(N(C)C)c2C#N)c1	-15	-10	17	-9	-4	5	1	2	7	2	5
CC(C)Nc1ncnc2c1ncn2[C@H]1CN(C2CCCC2)C[C@@H](CO)O1	3	-2	-8	2	.	14	13	5	-18	-5	-8
CC1(C)CC(CC(=O)Nc2nccs2)(c2ccccc2)CCO1 (configuration not stated)	14	-25	9	6	9	-5	14	0	20	6	3
COc1ccc(CN(C(=O)COc2ccc(C)c(C)c2)C2CCS(=O)(=O)C2)cc1OC (configuration not stated)	15	-28	-7	5	-6	-1	-2	-10	-10	9	-55
CC(C)CCC(C)N=Cc1c(O)n(Cc2ccccc2)c(=O)c2ccccc12 (configuration not stated)	-2	2	-5	12	1	12	8	-2	9	-12	-6
COc1cccc2c(=O)n(CC(=O)N3CCCCC3)ccc12	-32	-7	-6	-15	-6	-8	7	3	6	-33	2
Additional compounds follow.
SMILES	CF NFkB block	NCOA2 inhibitor	TWEAK Fn14 block	TROY signal inh	EBV LMP1 NFkB	COUP-TFII inh	C8 TRAIL sens	KKLEB tox	NR5A2 inv ag	SRC1 inh	NCOA3 inh
Cc1cc(-c2cc(C)c(N)cc2C)c(C)cc1N	-9	3	23	26	-1	3	-8	4	9	-7	-9
COCCNC(=O)C(c1cccnc1)N(Cc1ccc(C)cc1)C(=O)Cn1nnc2ccccc21 (configuration not stated)	-8	-26	6	-5	-6	-12	-1	5	-24	-4	15
CCCCNC(=S)N1CCN(c2nc3ccccc3s2)CC1	-15	-31	6	-5	-33	18	1	6	-6	1	5
CCOC(=O)c1c(/N=C/c2cccc([N+](=O)[O-])c2O)sc2c1CCC2	8	2	7	-7	-3	-22	-1	23	14	-50	16
COC(=O)C1C(O)=C(C=Nc2ccccc2)C(=O)CC1(C)C (configuration not stated)	20	-10	1	-6	-13	-5	-7	1	15	15	2
O=C(C[C@@H]1C/C=C\C[C@H](NC(=O)OCC2c3ccccc3-c3ccccc32)C(=O)OC[C@@H]2CCCN2C1=O)N[C@H](CO)Cc1ccccc1	-8	3	-12	-6	4	-3	-3	8	-23	5	-7
O=C(CCNS(=O)(=O)c1ccc2[nH]c(=O)oc2c1)NCc1ccc(F)cc1	-10	-1	6	9	-2	4	-7	-1	-3	15	3
CS(=O)(=O)c1ccccc1C(=O)Nc1ccc2sccc2c1	16	9	-7	-5	-5	10	-4	-4	-8	-20	-14
Cc1cc(OC(C)C)c2c(-c3ccccc3)cc(=O)oc2c1	13	-6	-3	23	-7	-8	-3	-8	-6	0	-5
CC(C)Cn1c(N)c(C(=O)CSc2nnc(-c3ccco3)n2C)c(=O)n(C)c1=O	1	-8	11	-6	-5	-3	-12	-32	-3	-1	3
O=C(O)c1ccc(NC2OC[C@@H](O)[C@H](O)[C@H]2O)cc1 (some centres not stated)	-9	-10	-6	-3	5	-2	8	-19	5	7	-19
Cn1nnnc1SCC(=O)Nc1ccccc1Cc1ccccc1	-6	-4	19	-20	-5	-1	-8	5	3	-13	2
CC1(C)OC2OC(C(=O)N/N=C/c3cc(Br)ccc3O)C3OC(C)(C)OC3C2O1 (configuration not stated)	-4	12	-9	13	31	-3	19	2	14	12	20
COc1ccc(C2CC(c3ccccc3)Nc3nc(NC(=O)c4ccco4)nn32)cc1 (configuration not stated)	4	-13	-4	-18	2	5	-2	-9	4	-18	8
CC(C)(C)OC(=O)N1CC=C2C(C#N)=C(N)C(C#N)(C#N)C(c3cccs3)C2C1 (configuration not stated)	9	-16	-8	-26	-13	-2	-13	1	24	-5	4

Screens from PubChem BioAssay.
